KDM5B inhibitor: inhibitors of human KDM5B histone demethylase; Q9UGL1; KDM5B demethylase, FDH-coupled NADH fluorescence (FDH is formaldehyde dehydrogenase); Potency, µM (highest dose often 57.7 µM), for the others: top-dose activity change, negative = inhibition, actives largely listed as inhibitors; actives 2.6% (n = 220,000); active = well fitted inhibition curve with a large enough effect; inconclusive = small, poorly fitted or top-dose-only effect; inactive = no such curve, though single readings can be large or run the other way; also: 0% is about no effect; nearly all actives have a fitted effect of over 70% in size
Target sequence (Q9UGL1 whole entry, looked up): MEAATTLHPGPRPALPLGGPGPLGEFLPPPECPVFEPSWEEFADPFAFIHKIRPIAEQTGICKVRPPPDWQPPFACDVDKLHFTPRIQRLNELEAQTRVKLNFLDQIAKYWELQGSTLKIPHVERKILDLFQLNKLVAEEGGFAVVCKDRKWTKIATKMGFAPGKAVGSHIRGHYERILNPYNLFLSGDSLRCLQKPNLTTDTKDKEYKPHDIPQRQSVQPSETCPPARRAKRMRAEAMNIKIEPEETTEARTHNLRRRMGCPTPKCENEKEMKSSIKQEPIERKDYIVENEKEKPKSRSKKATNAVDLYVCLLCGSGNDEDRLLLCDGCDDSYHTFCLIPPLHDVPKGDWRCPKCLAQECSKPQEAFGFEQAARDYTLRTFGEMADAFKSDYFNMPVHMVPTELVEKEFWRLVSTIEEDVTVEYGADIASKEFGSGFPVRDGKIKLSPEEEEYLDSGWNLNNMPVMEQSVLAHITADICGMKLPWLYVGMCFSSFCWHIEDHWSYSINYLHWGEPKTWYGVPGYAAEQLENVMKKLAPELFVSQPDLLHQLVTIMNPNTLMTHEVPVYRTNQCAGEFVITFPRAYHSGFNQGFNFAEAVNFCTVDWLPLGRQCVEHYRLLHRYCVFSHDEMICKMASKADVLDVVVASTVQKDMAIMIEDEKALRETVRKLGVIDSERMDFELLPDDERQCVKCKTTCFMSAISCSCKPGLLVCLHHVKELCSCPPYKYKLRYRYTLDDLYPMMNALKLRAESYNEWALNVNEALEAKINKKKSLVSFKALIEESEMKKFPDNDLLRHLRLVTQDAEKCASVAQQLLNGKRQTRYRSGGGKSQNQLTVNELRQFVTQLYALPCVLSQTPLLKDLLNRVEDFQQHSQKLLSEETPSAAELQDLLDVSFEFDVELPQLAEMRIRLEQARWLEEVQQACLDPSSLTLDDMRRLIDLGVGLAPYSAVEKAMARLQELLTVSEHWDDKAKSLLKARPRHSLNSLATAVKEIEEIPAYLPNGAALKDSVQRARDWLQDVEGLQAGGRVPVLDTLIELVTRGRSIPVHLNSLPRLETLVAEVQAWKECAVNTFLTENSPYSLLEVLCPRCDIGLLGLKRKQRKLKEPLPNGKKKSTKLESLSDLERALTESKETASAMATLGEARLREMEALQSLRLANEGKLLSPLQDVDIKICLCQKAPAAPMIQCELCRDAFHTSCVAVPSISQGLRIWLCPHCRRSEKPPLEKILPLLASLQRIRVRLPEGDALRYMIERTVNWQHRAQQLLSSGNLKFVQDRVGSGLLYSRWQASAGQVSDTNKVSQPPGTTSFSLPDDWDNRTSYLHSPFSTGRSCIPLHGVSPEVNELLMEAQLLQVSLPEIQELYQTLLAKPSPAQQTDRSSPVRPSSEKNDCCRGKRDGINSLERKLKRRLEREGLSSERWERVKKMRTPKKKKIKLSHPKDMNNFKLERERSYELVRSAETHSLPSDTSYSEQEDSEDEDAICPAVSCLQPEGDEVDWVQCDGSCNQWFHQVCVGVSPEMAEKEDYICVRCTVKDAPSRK
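Here, H3K4me3 peptide (12.5 µM in substrate mix) is demethylated by KDM5BΔAP, 200 nM final, after 10 min compound exposure. Formaldehyde product is coupled through FDH (0.25 U/mL in mix) to NADH fluorescence; 30-min ΔRFU feeds dose-response curves.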
* hit, by the source's call; ? = inconclusive; [ ] = dose if it differs, or a comment. Potency is read from the fitted curve at half-maximal effect. Only part of the results is shown (hit frequency here may not be typical).

SMILES | KDM5B inhibitor
COc1ccc2[nH]c3c(c2c1)CCN(C)C31CCN(C(=O)c2cnccc2C)CC1 | -22%
O=C(c1ccc(-n2cccn2)cc1)N1CCc2c([nH]c3ccccc23)C1c1ccccn1 (stereo not drawn) | -9%
O=C(Nc1cccc(S(=O)(=O)N2CCCCC2)c1)c1ccco1 | 25%
CCn1cnnc1CC1CCN(C(=O)c2ccc3ccccc3n2)C1 (stereo not drawn) | 3%
NS(=O)(=O)c1ccc(N/N=C/c2cn(-c3ccccc3)nc2-c2ccccc2)c([N+](=O)[O-])c1 | 12%
CCOC(=O)c1ccc(Nc2nc3ccccc3nc2NS(=O)(=O)c2ccc(C)cc2C)cc1 | 9%
CNC(=O)c1cnn2c1CN(C(=O)OCc1ccccc1)CC2 | 11%[149 µM]
CCc1cccc(NC(=O)Cn2c(=O)n(CCCCCC(=O)NCc3ccc(F)cc3)c(=O)c3sccc32)c1 | -22%
CCOc1ccc(/C(O)=C2/C(=O)C(=O)N(c3ccccn3)C2c2ccc(C)cc2)c(C)c1 (stereo not drawn) | ?
COCC(=O)NCCC1CCN(C(=O)Nc2cc(F)cc(F)c2)CC1 | 33%
Cc1nc(-c2ccc(OC3CCN(C(=O)NC(C)C)C3)cc2)no1 (stereo not drawn) | -11%
CCc1ccc(NC(=O)CSC2=NS(=O)(=O)c3ccccc3N2Cc2ccccc2)cc1 | 3%
COc1ccc(NC(=O)O[C@@H]2CO[C@H]3[C@@H]2OC[C@@H]3NC(=O)NC2CCCCC2)cc1 | -26%[86.2 µM]
COc1cccc(-c2ccc(=O)n(CC(=O)N3CCC(Cc4ccccc4)CC3)n2)c1 | 2%
Cc1cnc(C(=O)OCc2cc(=O)oc3cc(C)c(C(C)C)cc23)cn1 | 7%

The list goes on; the last seven above are carried over.
SMILES | KDM5B inhibitor
CCOc1ccc(/C(O)=C2/C(=O)C(=O)N(c3ccccn3)C2c2ccc(C)cc2)c(C)c1 (stereo not drawn) | ?
COCC(=O)NCCC1CCN(C(=O)Nc2cc(F)cc(F)c2)CC1 | 33%
Cc1nc(-c2ccc(OC3CCN(C(=O)NC(C)C)C3)cc2)no1 (stereo not drawn) | -11%
CCc1ccc(NC(=O)CSC2=NS(=O)(=O)c3ccccc3N2Cc2ccccc2)cc1 | 3%
COc1ccc(NC(=O)O[C@@H]2CO[C@H]3[C@@H]2OC[C@@H]3NC(=O)NC2CCCCC2)cc1 | -26%[86.2 µM]
COc1cccc(-c2ccc(=O)n(CC(=O)N3CCC(Cc4ccccc4)CC3)n2)c1 | 2%
Cc1cnc(C(=O)OCc2cc(=O)oc3cc(C)c(C(C)C)cc23)cn1 | 7%
CCC(CC)CC(=O)N1CCCC(Nc2ccc3c(c2)OCCO3)C1 (stereo not drawn) | -5%
Cc1ccc(C(=O)N2CCC3(CC2)CC(N2CCN(c4ccccc4)CC2)CCO3)cn1 (stereo not drawn) | 15%
Cc1[nH]ncc1Cl | -9%
COc1ccccc1CNC(=O)C1CCCN(c2nc3ccccc3n3cccc23)C1 (stereo not drawn) | ?
CCOC(=O)C1CCN(CCC(=O)Nc2cc(C)ccc2OC)CC1 | -16%
COc1ccc(OC)c(CN(Cc2ccc(C#N)cc2)C2CC2)c1 | 13%
O=CNNC(=S)Nc1ccccc1C(F)(F)F | 25%
O=C(NC1CC1)C1CCN(Cc2ccc(Cl)cc2)CC1 | 15%
CN(C)[S+](=O)([O-])c1ccc2c(c1)OCCN(Cc1cccc(Cl)c1)C2 | -9%[86.2 µM]
Cc1cccc(-n2nc(COc3ccccc3)nc2CN2CCOC2=O)n1 | 31%[activator]
Cc1cccc(-c2nnc(C(C)Sc3n[nH]c(N)n3)o2)c1 (stereo not drawn) | -14%
Cc1ccc(CSc2nc3c(c(=O)[nH]c(=O)n3C)n2C(C)C)cc1 | 3%
COc1ccc(C(=O)COC(=O)c2ccc3c(c2)OCCO3)cc1 | 2%
CCSCCn1nc(CC2CCNCC2)n(CC)c1=O | -12%
O=C(NC1CCCC1)N[C@@H]1C[C@H](CO)[C@@H](O)[C@H]1O | -19%[115 µM]
COc1ccccc1C(=O)N/C(=C\c1ccccc1)C(=O)O | 32%[activator]
CC(=O)c1c(C)oc2c1cc(NS(=O)(=O)c1ccc(Br)cc1)c1ccccc12 | -8%
CCn1nccc1C(=O)NC1CCCN(c2cc(N(C)C)ncn2)C1 (stereo not drawn) | 12%
COc1ccc(C(=O)N[C@H]2CC[C@]3(C)CCC([C@H](C)C(=O)NC4CCCCC4)[C@H](O)[C@H]3[C@@H]2C)cc1 (stereo partly drawn) | -6%
CSc1nnc(C(C)(C)C)c(=O)n1/N=C/c1c(O)ccc2ccccc12 | 35%
COCCN1C(=O)CC[C@]2(C(=O)NCc3ccc(C)cc3)CCCC[C@@H]12 | 18%
O=C(COc1ccccc1)NC1CCc2nnc(C3CC3)n2CC1 (stereo not drawn) | 4%
Cc1ccnc(NC(=O)CCc2nc(C(C)(C)C)no2)c1 | 16%
O=C(NC1CCCCC1)c1ccc2c(c1)N(Cc1ccc(Cl)cc1)C(=O)c1ccccc1S2(=O)=O | -12%
O=C(O)C1CC=CCC1C(=O)Nc1ccccc1C(F)(F)F (stereo not drawn) | 31%
COc1ccc(C(C)NC(=O)c2noc(-c3ccc(C)cc3)n2)cc1OC (stereo not drawn) | 24%
COc1ccc(S(=O)(=O)N(CC(=O)Nc2cccnc2)c2ccc(Cl)cc2)cc1 | ?
COc1cc(C#N)ccc1OC(C)C(=O)Nc1ccc(C)cc1C (stereo not drawn) | 1%
Cc1cc(C)n(-c2nc3ccccc3nc2Nc2ccccc2F)n1 | 5%
COc1cccc2c1cc1c(=O)n(CC(=O)N3CCN(c4ccccc4F)CC3)nc(C)n12 | ?

Rewritten with tabs: entries from further up
structure	KDM5B inhibitor
Cc1cnc(C(=O)OCc2cc(=O)oc3cc(C)c(C(C)C)cc23)cn1	7%
COc1ccc2[nH]c3c(c2c1)CCN(C)C31CCN(C(=O)c2cnccc2C)CC1	-22%

Structures listed so far with an aryl thioether with sulfur outside any ring:
SMILES | KDM5B inhibitor
Cc1cccc(-c2nnc(C(C)Sc3n[nH]c(N)n3)o2)c1 (stereo not drawn) | -14%
Cc1ccc(CSc2nc3c(c(=O)[nH]c(=O)n3C)n2C(C)C)cc1 | 3%
CSc1nnc(C(C)(C)C)c(=O)n1/N=C/c1c(O)ccc2ccccc12 | 35%

Taken from above:
KDM5B inhibitor, `CCn1nccc1C(=O)NC1CCCN(c2cc(N(C)C)ncn2)C1` (stereo not drawn) is entered as 12%
KDM5B inhibitor, `Cc1ccnc(NC(=O)CCc2nc(C(C)(C)C)no2)c1` is entered as 16%

Continued.
SMILES | KDM5B inhibitor
CC(=O)N[C@H](C(=O)O)C(C)C | 15%
CC(C)(C)CC(=O)N1CC[C@@H](CC(=O)O)[C@@H](CCN2CCN(c3ccccn3)CC2)C1 | ?
CCCN(CC(F)(F)F)C(=O)c1[nH]c(C)c(C(=O)OC)c1C | 13%
CCN(CC)C(=O)Oc1cc(COC)nc(-c2ccccc2)n1 | 20%
COc1ccc(Cl)cc1N=C1NC(=O)CC(C(=O)Nc2ccccc2C(F)(F)F)S1 (stereo not drawn) | -1%
Cc1c(C(=O)O)sc2ccsc12 | 18%
CCOC(=O)C1=C(CN2CCN(c3ccccn3)CC2)NC(=O)NC1c1ccc(OCC)cc1 (stereo not drawn) | 0%
CN(C1CCc2nn(C)c(=O)n2CC1)S(=O)(=O)c1ccc2c(c1)OCCO2 (stereo not drawn) | -22%
CS(=O)(=O)c1ccc(CN2CCN3C(=O)N(C4CCOCC4)C[C@H]3C2)cc1 | ?
COc1ccc(-c2nc(C)c(CCNC(=O)c3cc(OC)c(OC)c(OC)c3)s2)cc1OC | ?
Cc1ccc(NC(=O)CCNc2cnc3cnccn23)cc1F | 22µM*
COc1ccc(-c2cc(C(=O)NC3CC3)c3c(C4CCCN4)noc3n2)cc1 (stereo not drawn) | 79µM*
O=C(Nc1ccc(-n2cccn2)c(F)c1)C1CCN(C(=O)c2cccs2)CC1 | 19%
Cc1ccccc1S(=O)(=O)N1CCC(CCC(=O)NC2CCS(=O)(=O)C2)CC1 (stereo not drawn) | -4%
O=C(Cn1nc2c(cc1=O)CCCCC2)Nc1nc(-c2cccnc2)cs1 | 33%
Cc1nn(-c2ccccc2)c(-n2cccc2)c1C(=O)NCCc1ccc(Cl)cc1 | ?
Cc1nc2cc(NS(=O)(=O)c3c(C)c(C)c(C)c(C)c3C)ccc2o1 | 12%
CC(C)CCN1CC(CN[S+](=O)([O-])c2ccccc2)C2(C1)CN(c1ccccc1)C2 (stereo not drawn) | ?
CCCCNC(=O)Cc1c[nH]c2ccccc12 | 25%
Cc1cccc(C)c1-c1nc(C(=O)NCc2ccsc2)n2ccccc12 | 32µM*
O=C(NCc1csc2c1CCCC2)C(c1cccnc1)N1CCOCC1 (stereo not drawn) | 24%
Cc1cc(C(=O)N[C@@H]2CN(Cc3ccccc3)C[C@H]2CN(C)C)n(C)n1 | 21%
O=C1CC(c2nc3ccccc3n2CCCCOc2ccccc2)CN1c1ccccc1Cl (stereo not drawn) | ?
CCCn1c(N)c(N(CCOC)C(=O)c2cc(C)cc(C)c2)c(=O)[nH]c1=O | -18%
CCOC(=O)C1CCN(C(=O)c2cccnc2Oc2ccc(Cl)cc2)CC1 | 30%
COc1ncccc1-c1n[nH]c2c1CC(=O)N(c1ccccc1)C2 | -7%[86.2 µM]
CN(CCCc1nccn1C)C(=O)[C@H]1CNC[C@H](C(=O)N2CCOCC2)C1 | -4%
COc1ccc(CCNC(=O)c2ccc3c(c2)sc2nc(-c4ccc(C)cc4)cn23)cc1OC | ?
Cc1ccc(-n2nc(CC(N)=O)nc2CCn2ccc(=O)[nH]c2=O)c(C)c1 | -21%
COC(=O)CNC(=O)c1nc(-c2cc(Cl)cc(Cl)c2)c2ccccn12 | 25µM*
CCn1cc(S(=O)(=O)N2CC(Oc3ccc(-c4nc(C)no4)cc3)C2)cn1 | 12%
COc1ccc(CN2C(=O)[C@@H]3C[C@@H](CN3C(=O)c3cnccn3)Oc3ccccc32)cc1 | 3%[86.2 µM]
CC(C)c1ccc(-n2nnnc2SCc2nc3ccccc3o2)cc1 | -9%
Cc1nc2cc(F)ccc2cc1C(=O)N(Cc1cccnc1)C(C)C | -7%
CC(Sc1nc(-c2ccccc2)c(C#N)c(=O)[nH]1)C(=O)Nc1ccc(F)cc1 (stereo not drawn) | -27%
CCN1CC(CN(C)Cc2cn(-c3ccccc3C)nc2-c2ccc(OC)c(F)c2)CC1=O (stereo not drawn) | -13%
O=C1CC(C(=O)Nc2ccc3c(c2)OCCO3)N=C(Nc2ccc(F)cc2)N1 (stereo not drawn) | 0%
COc1ccc(C2Cn3cnc(C(=O)N4CCC(C(=O)NCc5cccc(C)c5)CC4)c3CO2)cc1 (stereo not drawn) | 9%
COC(=O)c1cc(Oc2nc3ccccc3o2)cc(C(=O)OC)c1 | 2%
O=c1oc2cc(OCc3nn[nH]n3)ccc2cc1-c1ccc2ccccc2c1 | ?
COCCNC(=O)C1c2ccccc2C(=O)N(C2CCCCC2)C12CCCCC2 (stereo not drawn) | -12%
CCc1c(C(=O)NC2CCN(C)CC2)csc1C | 12%
CC1=C[C@@H](CNC(=O)C2CCCCC2)[C@H](C(C)C)C[C@H]1Cc1nc2ccccc2n1C | -24%[86.2 µM]
Cc1cccc(Oc2ccc(Cl)cc2NC(=O)c2nn(C)c(=O)c3ccccc23)c1 | 11%
O=C(CC1CCOC2(CCN(S(=O)(=O)c3ccc(F)cc3)CC2)C1)N1CCCC1 (stereo not drawn) | -5%
Cc1ccc(NC(=O)Cn2cccc2-c2nc(-c3ccc4c(c3)OCO4)no2)cc1Cl | 3%
CCn1c(SCC(=O)Nc2ccc3c(c2)OCCO3)nc2c(-c3ccccc3)csc2c1=O | 12%
Cc1ccc(CNC(=O)[C@H]2CCC[C@H]2NC(=O)c2ccncc2)o1 | -24%
COc1ccc(OCCCCn2c(C3CC(=O)N(c4cccc(Cl)c4)C3)nc3ccccc32)cc1 (stereo not drawn) | ?
CSc1ccccc1NC(=O)c1ccccc1SC | 15%
N#Cc1nc(COc2ccccc2Cl)oc1NCCc1ccccc1 | ?
CNC(=O)C1CCN(Cc2nnnn2-c2ccccc2)CC1 | -4%
Cc1[nH]c2ccccc2c1C(=O)C(C)Sc1ccc2c(c1)OCCCO2 (stereo not drawn) | -18%
O=C(/C=C/c1ccccc1[N+](=O)[O-])OCC(=O)c1ccccc1F | 5%
CC(C)c1noc(-c2cn(C3CCCN(C(=O)c4nn(C)c5ccccc45)C3)nn2)n1 (stereo not drawn) | -20%
COc1ccc(C(=O)CSc2nnc3c(=O)n(-c4cc(Cl)ccc4C)ccn23)cc1OC | 5%
O=C(Nc1cccc(-c2ccc(N3CCCC3)nn2)c1)Nc1cc(F)ccc1F | ?
C=CCNC(=O)Cc1ccc(N(Cc2cccc(F)c2)C(=O)c2ccco2)cc1 | 5%
COCCc1noc([C@@H]2CC(F)(F)CN2C(=O)c2ccn[nH]2)n1 | -15%
COc1ccc(C(=O)Nc2ccc([C@H]3OCC(=O)N(Cc4ccc(F)cc4)[C@@H]3CO)cc2)cc1 | 12%

Additional compounds
SMILES | KDM5B inhibitor
Cc1ccc(NC(=O)CN2CCOCC2)cc1 | 32%
CO[C@H]1C(=O)N(C(C)C)[C@H]1C1CCN(C(=O)c2nn(C)c3ccccc23)CC1 | 17%
COCCOC1CCN(C(=O)c2ccc3cc[nH]c3c2)CC1 | ?
Nc1ccc2nc(CO)[nH]c2c1 | ?
Cc1ccc(CN2CCCC3(CCC(=O)N(CCc4cnc[nH]4)C3)C2)s1 (stereo not drawn) | 12%
COc1cc(OC)c(NC2=C(c3ccc(C(F)(F)F)cc3)C(=O)c3ccccc32)cc1Cl | 5%
